Compound activity: PubChem BioAssay, several laboratories
IMP-1 inhibitor: IMP-1 metallo-beta-lactamase inhibitors, primary screen, biochemical, epi-absorbance readout, Pseudomonas aeruginosa enzyme; metallo-beta-lactamase IMP-1 (Pseudomonas aeruginosa); purified IMP-1, nitrocefin hydrolysis, epi-absorbance fluorescence; inhibition, % at 5.6 µM; 290,000 compounds, 0.45% hits;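 active = inhibition above the mean plus 3 SD of all compounds in the same screening run, cut at about 4.5% in these data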;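 also: 0% = IMP-1 with DMSO and 100% = DMSO wells lacking enzyme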
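assay system = purified recombinant IMP-1 metallo-beta-lactamase enzyme | schedule = 15 min preincubation plus 25 min reaction at 25 °C | signal = Epi-absorbance fluorescence, 480 nm excitation, 530 nm emission | read-out basis = percent inhibition from optical density relative to buffer-blank wells | controls = IMP-1 with DMSO as 0%, enzyme-free DMSO as 100%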
IDE act: human IDE activators in live cells, primary screen, fluorescence polarization, HEK cells, FAbeta-B substrate; activation, % at 5.96 µM; FAbeta-B cleavage; 0% vehicle, 100% cell-free pure enzyme wells; Insulin-degrading enzyme (Homo sapiens), P14735; 340,000 compounds, 0.073% hits;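 active = activation above the mean of all tested compounds plus 3 SD, set per screening campaign, cut at about 17% in these data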
M18AAP inhibitor: PfM18AAP inhibitors, malaria aminopeptidase, primary screen, biochemical, QFRET, recombinant enzyme; M18 aspartyl aminopeptidase (Plasmodium falciparum 3D7); H-Glu-NHMec fluorogenic cleavage; inhibition, % at 7.35 µM; 290,000 compounds, 1.2% hits;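 active = inhibition above the campaign mean inhibition over all tested compounds plus 3 SD, cut at about 28% in these data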;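 also: 0% = plate median of test compound wells and 100% = 2 mM ZnCl2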
NALP1 inh: NALP1 inflammasome inhibitors in reconstituted yeast, colorimetric, S. cerevisiae, triplicate retest; S. cerevisiae NALP1/ASC/caspase-1 growth, X-gal OD620, 72 h; inhibition, % at 10 µM; AID 2071, 2009; 280,000 compounds, 0.61% hits; in the data active = inhibition mostly above about 24%, no sharp cut-off; inactive = mostly below about 32%; also: some compounds called inactive have numbers as strong as hits
PHOSPHO1 block: PubChem AID 1565; Phosphoethanolamine/phosphocholine phosphatase (Homo sapiens), Q8TCT1; recombinant PHOSPHO1, absorbance phosphatase assay; inhibition, % at 13.3 µM; 290,000 compounds, 1.1% hits; in the data active = inhibition above about 60%
Target sequence (Q8TCT1 whole entry, looked up): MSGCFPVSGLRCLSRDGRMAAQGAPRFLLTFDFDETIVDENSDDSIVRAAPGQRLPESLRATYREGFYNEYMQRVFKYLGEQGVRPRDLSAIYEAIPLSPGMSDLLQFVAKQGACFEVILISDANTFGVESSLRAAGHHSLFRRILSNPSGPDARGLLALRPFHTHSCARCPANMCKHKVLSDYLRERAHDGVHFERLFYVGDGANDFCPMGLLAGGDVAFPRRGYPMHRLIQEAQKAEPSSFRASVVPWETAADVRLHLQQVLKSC
VIM-2 inh: VIM-2 metallo-beta-lactamase inhibitors, primary screen, biochemical, epi-absorbance readout, Pseudomonas aeruginosa enzyme. 290,000 compounds, 0.89% hits. purified VIM-2, nitrocefin hydrolysis, epi-absorbance fluorescence. inhibition, % at 5.6 µM;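 active = inhibition above the mean of all tested compounds plus 3 SD, cutoff set per screening run, cut at about 7.5% in these data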;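 also: red hydrolysis product quenches plate fluorescence so inhibitors raise well fluorescence; 0% = enzyme with DMSO and 100% = DMSO without enzyme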
GPR7 antagonist: GPR7 receptor antagonists, primary screen, cell-based, fluorescence, single concentration; Neuropeptides B/W receptor type 1 (Homo sapiens), P48145; GPR7-expressing cells, fluorescence antagonist assay; inhibition, % at 4.4 µM; 290,000 compounds, 1.1% hits; AID 1861, 2009; in the data active = inhibition above about 16%, passing the limit was not always enough;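 also: cells stimulated with the agonist NPW; 0% = agonist with vehicle and 100% = vehicle without agonist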
Target sequence (P48145 whole entry, looked up): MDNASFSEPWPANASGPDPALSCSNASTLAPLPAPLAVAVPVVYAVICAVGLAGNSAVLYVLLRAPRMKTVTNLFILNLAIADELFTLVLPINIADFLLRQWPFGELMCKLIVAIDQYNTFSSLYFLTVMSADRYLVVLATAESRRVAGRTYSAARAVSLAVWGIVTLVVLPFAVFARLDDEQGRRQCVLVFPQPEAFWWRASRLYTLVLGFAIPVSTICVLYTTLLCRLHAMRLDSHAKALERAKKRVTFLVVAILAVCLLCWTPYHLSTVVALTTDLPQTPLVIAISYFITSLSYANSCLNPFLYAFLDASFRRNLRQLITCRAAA
p-CIP stab down: p/CIP-EGFP fusion destabilizers, primary screen, fluorescence, F442A cells | 16 h | decrease of EGFP signal, % at 10 µM | 290,000 compounds, 0.01% hits | AID 1984, 2009;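 active = EGFP signal decrease of at least 30% at 10 µM or well 3 SD below plate mean, unless failing retest; inactive = the rest, including hits failing retest or dose response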; also: some compounds called inactive have numbers as strong as hits; many of its hits are not listed in these tables
IDE cell inh: human IDE inhibitors in live cells, primary screen, fluorescence polarization, HEK cells, FAbetaB substrate; inhibition, % at 5.59 µM; Insulin-degrading enzyme (Homo sapiens), P14735; 320,000 compounds, 0.41% hits; FAbetaB cleavage;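 active = percent inhibition above the average of all tested compounds plus 3 SD, set per screening campaign, cut at about 16% in these data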;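 also: IDE supplied by intact live HEK cells; FP after avidin binding of uncleaved biotin substrate so inhibition keeps polarization high; 0% = DMSO wells and 100% = 60 µM reference IDE inhibitor Ii1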
Active calls of the source: *; nt = not tested or not shown.

SMILES	IMP-1 inhibitor	IDE act	M18AAP inhibitor	NALP1 inh	PHOSPHO1 block	VIM-2 inh	GPR7 antagonist	p-CIP stab down	IDE cell inh
CC(=O)c1ccc(OCC(O)CN2CCN(S(=O)(=O)c3c(C)cc(C)cc3C)CC2)cc1 (stereo unspecified)	-1.9	0	3	7	29	-2.5	3	-1	nt
COc1cc(/C=N/NC(=O)c2cccnc2)ccc1OS(=O)(=O)c1ccc(C)cc1	0.1	-5	1	7	-5	-0.2	-2	1	5
COc1cc(/C=N/NC(=O)c2ccncc2)ccc1OCCN1CCCCC1	-2.8	-1	1	13	0	-0.5	-7	1	3
Cc1cc(C)cc(OC(=O)CCN2C(=O)c3ccccc3C2=O)c1	1.3	2	4	2	25	-2.4	-2	-17	-2
COC(=O)c1c(C)[nH]c(C(=O)CSc2ncnc3sc(-c4ccccc4)cc23)c1C	-4.3	5	-1	9	-4	-4.8	-4	0	6
O=C(c1ccc(Oc2ccc([N+](=O)[O-])cc2)cc1)N1CCCCCC1	-5.4	6	4	nt	nt	-4.0	20	-3	3
CC(C)(C)NC(=O)c1ccc2nsnc2c1	-2.2	11	-2	15	1	-3.5	-6	-2	-1
CCn1nc(C)c(CNC(=O)Nc2ccc3c(c2)OCO3)c1C	0.3	2	-4	8	-13	-5.5	-1	11	2
O=C(Nc1ccon1)c1ccc(OC2CCCC2)cc1	-5.7	-1	7	34	26	-1.8	-2	-10	-4
COc1cccc(OCc2cc(C(=O)NC(C)c3cnn(C)c3C)no2)c1 (stereo unspecified)	-0.5	-3	6	31	29	-3.3	0	2	0
CCCC1(CCC)NC(=O)N(CC(=O)Nc2ccccc2OC)C1=O	-4.7	5	-13	32	-20	-2.7	-5	-2	2
O=C(NC1CCCC1)c1cc2c(ccc3ccccc32)o1	-4.9	3	0	-11	9	-8.2	2	-3	3
Nc1ccc2nc[nH]c2c1	-3.8	-4	-7	-2	0	-2.5	0	10	0
Cc1ccc(N2CCOCC2)c2c1C(=O)c1ccccc1C2=O	-2.8	7	2	19	-5	2.6	-8	-3	-4
c1ccc2c(c1)nc(N1CCOCC1)c1nnnn12	-3.4	5	0	11	26	1.3	2	-3	-1
CCCS(=O)(=O)N1CCN(Cc2ccccc2OCC)CC1	-1.6	-2	-3	19	-16	-1.8	-3	-6	-6
COCCNC(=S)NC1CC2CCCC(C1)N2Cc1ccco1 (stereo unspecified)	-2.2	6	-1	-21	11	-3.4	-3	-16	-2
O=C(CSc1nc2ccccc2c(=O)n1Cc1ccco1)N1CCCC1	-4.8	0	-7	10	19	0.9	-6	1	-3
CCCc1[nH]nc2c1C(c1ccc(O)cc1OCC)C(C#N)=C(N)O2 (stereo unspecified)	-3.5	-2	2	-8	24	1.0	4	-8	2
CCCCn1c(C(C)NC(=O)c2cccs2)nc2ccccc21 (stereo unspecified)	-1.9	-2	-3	38	14	-4.3	-10	-9	3
Cn1c(=O)cc(SCC(=O)N2CCOCC2)c2ccc(Cl)cc21	-1.5	1	2	-72	-1	-1.4	-18	0	6
CCN(Cc1cnn(C)c1)C(=O)CC1C(=O)NCCN1Cc1cccc(OC)c1OC (stereo unspecified)	-1.9	5	1	9	27	-0.8	-18	10	8
C=CCO/N=C/C1C(=O)CC(C)(C)CC1=O	-4.0	-2	-4	9	7	-3.2	-2	-13	-4
O=C(NC1CCCCC1)C(c1ccncc1)N(C(=O)c1csnn1)c1ccccc1 (stereo unspecified)	-1.4	2	-2	17	-6	-2.0	9	4	2
COc1cc2cc(CN(Cc3cccnc3)C(=O)Nc3ccccc3)c(=O)[nH]c2cc1OC	-2.4	4	9	17	46	4.0	-13	2	5
COc1ccc(/C=N/NC2=NS(=O)(=O)c3ccccc32)cc1	-3.0	-2	4	-4	nt	-2.9	-15	2	-2
COc1ccc(C(=O)C2CCN(C(=O)c3ccc(OC)cc3)CC2)cc1	0.6	2	0	17	10	-0.7	-7	3	1
O=C(O)CSc1nnc(C2CC2)n1-c1ccccc1	-0.9	2	11	-6	-3	1.0	9	-6	2
COc1ccc(S(=O)(=O)N2CCCC(C(=O)N3CCOCC3)C2)cc1C (stereo unspecified)	0.1	4	-2	10	-3	1.6	-19	0	8
O=[N+]([O-])c1ccc(N2CCN(CCO)CC2)cc1NCc1ccco1	-3.1	9	-4	36	2	-1.4	1	-2	-1
CCCCN(CC)CCNC(=O)c1cc2c(=O)n(C)c3ccccc3c2n1C	-1.9	4	5	22	-3	21*	2	-3	-1
O=C(Nc1cccc(-c2csc(Nc3ccccc3)n2)c1)c1ccccc1	nt	-9	nt	nt	18	nt	nt	-4	-2
CCCOc1c(Br)cc(C(=O)NCC)cc1OC	-4.4	2	-10	10	-18	-1.6	-16	-9	-2
COc1ccc(CNC(=O)CN(CC2CCCO2)C(=O)CNS(=O)(=O)c2ccc(C)cc2)cc1 (stereo unspecified)	-3.7	2	-2	4	-7	-2.7	-8	-1	3
CCN(CC)C(=O)CN1C(=O)C(=O)c2ccccc21	-1.9	5	2	-5	12	-2.4	-14	-12	-1
Cc1ccccc1NC(=S)Nc1ccc2[nH]c(=O)[nH]c2c1	-1.4	4	-10	9	33	-0.9	-5	-17	3
COc1ccc(C(=O)NCC(=O)OCC(=O)Nc2sccc2C#N)cc1OC	-3.4	1	8	-5	12	-0.6	-10	-12	2
Cc1nnc(NC(=O)c2ccc(S(=O)(=O)N(C)Cc3ccccc3)cc2)o1	-3.2	3	2	-3	-2	-6.1	-17	-8	-4
CCCCN(C)C(=O)c1cc2cc3ccc(OC)cc3nc2s1	0.9	3	15	13	30	3.7	1	3	6
COCCn1nnnc1C(c1cccc(C#N)c1)N1CCCCCC1 (stereo unspecified)	-2.5	3	-4	14	2	-0.7	-10	1	0
BrC(=C\c1ccccc1)/C=N/N1CCN(c2ccccc2)CC1	-3.0	3	12	10	-1	-2.5	-2	3	-2
Cc1ccc(-n2ccnc2SCC(=O)O)c(C)c1	-2.5	2	0	1	19	-1.6	0	-17	-2
CC1CCN(S(=O)(=O)c2ccc(C(=O)Nc3ncccc3O)cc2)CC1	-1.6	0	9	-3	3	-5.3	-20	-17	0
c1ccc(CNc2nc(-c3ccccn3)nc3ccccc23)cc1	-0.2	-5	-2	25	20	19*	7	-9	2
O=C(NCc1ccccc1Cl)c1ccc2c(c1)OCO2	-0.2	3	-5	20	28	-1.8	-2	2	0
COc1cccc(C(=O)C2CCCN(C(=O)c3ccccc3Cl)C2)c1 (stereo unspecified)	-1.2	7	0	-4	30	0.1	-10	-3	4
Cc1ccc(NC(=O)c2nc[nH]c2C(=O)N[C@@H](C)c2ccccc2)cc1	-3.3	-1	5	7	-12	-2.5	-32	-13	3
Cc1oc(-c2cccc(Cl)c2)nc1CS(=O)(=O)CC(=O)NCc1ccco1	-1.7	5	-4	22	15	0.4	-15	-3	-1
CCOCC(=O)Nc1c(C(=O)Nc2ccccc2OC)oc2ccccc12	0.3	-2	2	20	10	-0.6	8	5	4
Cc1ccc(C(C)C)c(OCC(=O)Nc2sc3c(c2C#N)CC(C)(C)NC3(C)C)c1	-5.4	-1	5	27	22	-1.2	-14	-1	2
N#C/C(=C1/CCCCCN1)c1nc2ccccc2[nH]1	-1.9	6	0	17	9	0.4	-1	4	-3
CCC(C)c1ccccc1NC(=O)CN(C)CCOc1ccc(Cl)cc1 (stereo unspecified)	-4.9	1	0	2	11	-4.5	-23	6	6
CC(C)(C)c1nc(CN2CCOCC2)cc(CN2CCOCC2)c1O	-1.0	4	-9	10	1	-3.0	-3	-2	1
COc1ccc(C2=NN(C(=O)c3ccccc3)C(c3cccc([N+](=O)[O-])c3)C2)cc1 (stereo unspecified)	-2.9	7	1	-15	24	-4.4	-8	-3	4
C=CCNC(=O)c1ccc(CSc2nc3ccccc3s2)cc1	-4.3	2	2	5	4	-3.8	-11	-15	6
Cc1ccc(C(=O)N/C(=C/c2ccco2)C(=O)N2CCCCC2)cc1	0.9	-3	23	15	40	0.2	-17	-8	-2
Cc1oc2cc3oc(=O)c(CC(=O)O)c(C)c3cc2c1-c1ccccc1	0.8	-4	0	-22	44	0.6	15	-5	-2
Cc1ccc(CS(=O)(=O)c2nsc(C)c2C#N)cc1	-1.4	-3	2	-10	48	-1.2	-12	4	4
COc1ccc(Oc2c(C)nc(SCC(=O)c3ccc(Cl)cc3)[nH]c2=O)cc1	-3.8	3	-1	nt	32	-2.6	-14	-9	-5
Fc1ccc(C2c3cccn3CCN2C(=S)Nc2cccc(Br)c2)cc1 (stereo unspecified)	-2.1	6	-4	6	11	-2.7	-4	14	0

Continuation.
SMILES	IMP-1 inhibitor	IDE act	M18AAP inhibitor	NALP1 inh	PHOSPHO1 block	VIM-2 inh	GPR7 antagonist	p-CIP stab down	IDE cell inh
CCOc1ccccc1C(=O)OCC(=O)Nc1ccc(N2CCCCC2)cc1	-2.9	8	10	45	36	-1.6	6	3	10
CCCCCC(=O)Nc1ccc(-c2cn3cccnc3n2)cc1	-3.8	5	0	-6	12	-3.3	-5	-11	3
COc1ccccc1NC(=O)CN(Cc1ccco1)C(=O)c1ccc(-n2nc(C)cc2C)cc1	-3.1	3	-11	5	5	-1.2	0	-15	13
CC/C(=N\NC(=O)c1cc(C)nc2ccccc12)c1ccc(C)s1	-2.5	0	-6	15	19	-1.9	11	-15	0
O=C1CSC(c2ccccc2)N1Cc1ccccn1 (stereo unspecified)	2.0	0	-10	5	nt	-0.1	-3	-3	nt
CC(O)CNCCOc1ccccc1OCc1ccccc1 (stereo unspecified)	-3.2	1	1	12	47	-6.5	-5	-1	0
Cc1cc(C)n(-c2ccc(C(=O)NC3CCCCC3)cc2)n1	-2.1	1	1	-9	36	2.3	-9	21	3
O=C(NCc1ccc(F)cc1)C1CCN(C(=O)NCc2ccccc2)CC1	-1.7	5	0	11	-7	-1.9	-5	-4	-1
CCC1CCCCN1C(=O)CSc1nc(N)c(NC(=O)c2ccco2)c(=O)[nH]1 (stereo unspecified)	-0.9	-10	9	23	26	0.0	-9	0	-1
Cc1c(C)c(C)c2[nH]c(-c3ccc4c(c3)OCO4)nc2c1C	-4.0	3	-1	9	26	-1.6	2	4	7

Whole records, looked up by structure. Order of screens: IMP-1 inhibitor | IDE act | M18AAP inhibitor | NALP1 inh | PHOSPHO1 block | VIM-2 inh | GPR7 antagonist | p-CIP stab down | IDE cell inh
CCCOc1c(Br)cc(C(=O)NCC)cc1OC is entered as -4.4 | 2 | -10 | 10 | -18 | -1.6 | -16 | -9 | -2
CCCC1(CCC)NC(=O)N(CC(=O)Nc2ccccc2OC)C1=O is entered as -4.7 | 5 | -13 | 32 | -20 | -2.7 | -5 | -2 | 2
CCN(CC)C(=O)CN1C(=O)C(=O)c2ccccc21 is entered as -1.9 | 5 | 2 | -5 | 12 | -2.4 | -14 | -12 | -1
CC(O)CNCCOc1ccccc1OCc1ccccc1 (stereo unspecified) is entered as -3.2 | 1 | 1 | 12 | 47 | -6.5 | -5 | -1 | 0

Compounds were not picked by outcome. About 5.3% of those tested had a hit in this group.
